KLF5 inh: kruppel-like factor 5 inhibition; DLD-1 KLF5 promoter-luciferase reporter, luminescence; inhibition, % at 5 µM; 290,000 tested, 0.23% active;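 active = inhibition above a per-plate limit of that plate's mean compound inhibition plus 3 SD, cut at about 60% in these data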;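 also: 0% = DMSO wells and 100% = LY294002 at 200 µM; higher means less KLF5 promoter-driven luciferase light; inactives centre near -14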
aSyn UTR inh: 5' untranslated region of α-synuclein, MLPCN primary screen; alpha-synuclein 5'UTR reporter, inhibitor activity; inhibition, % (tested at 7.5 µM); 300,000 tested, 0.82% active; in the data active = inhibition above about 60%; inconclusive = no clear call, values can overlap the other calls;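 also: H4 neuroglioblastoma cells stably carrying SNCA 5'UTR luciferase fusion; 0% = DMSO wells and 100% = positive control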
HSF1 activator: increases HSF-1 driven luciferase reporter signal | NIH3T3-HGL HSF-1 luciferase reporter, MG132, 8 h; 100% = twice DMSO control signal | activation, % at 9 µM | 300,000 tested, 1.7% active | AID 504408;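 active = mean replicate activation of at least 50% with a set share of replicates each reaching 50%; inconclusive = only one of those two conditions met; inactive = mean below 50% and too few replicates reaching it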;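 also: 0% = median of the neutral control wells and 100% = twice that signal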
Dyrk1A ADPGlo: Dyrk1A (rat) kinase inhibition; Q63470; ADP-Glo luminescence, NFATc1 peptide; inhibition, % at 12.5 µM; 310,000 tested, 0.43% active; in the data active = inhibition above about 50%;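 also: plate controls were vehicle with enzyme for no effect and no enzyme for full effect; many of its hits are not listed in these tables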
HSF1 inh: HSF1 inhibition; NIH3T3-HGL HSE-luciferase, MG132-induced, luminescence 8 h; hits give low values; activity change, negative = inhibition, % at 7.5 µM (by protocol); 300,000 tested, 0.77% active; AID 2098;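 active = more than half of replicate wells show activity change below -50%, luminescence cut by over half; inconclusive = some wells, but at most half, below -50%; inactive = no replicate well below -50%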;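 also: luciferase reports HSF-1 transcriptional activity via heat shock element; 0% = median of DMSO wells and -100% = zero luminescence signal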
IEC-6 tox: IEC-6 cytotoxicity, counter-screen for KLF5 inhibitors; luminescence viability; inhibition, % at 5 µM; 290,000 tested, 0.78% active; in the data active = inhibition above about 22%;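 also: 0% = plate median of test compound wells and 100% = cytotoxic reference compound wells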
GSK3 alpha inh: blocks human GSK-3 alpha kinase | P49840 | AID 2650 | ADP-Glo luminescence, 60 min | 320,000 tested, 0.1% active | inhibition, % at 10 µM;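 in the data active = inhibition above about 50%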;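 also: GST-tagged GSK-3 alpha with peptide substrate and 25 µM ATP; 0% = DMSO neutral wells and 100% = GW8510 positive control wells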
Target sequence (P49840 whole entry, looked up): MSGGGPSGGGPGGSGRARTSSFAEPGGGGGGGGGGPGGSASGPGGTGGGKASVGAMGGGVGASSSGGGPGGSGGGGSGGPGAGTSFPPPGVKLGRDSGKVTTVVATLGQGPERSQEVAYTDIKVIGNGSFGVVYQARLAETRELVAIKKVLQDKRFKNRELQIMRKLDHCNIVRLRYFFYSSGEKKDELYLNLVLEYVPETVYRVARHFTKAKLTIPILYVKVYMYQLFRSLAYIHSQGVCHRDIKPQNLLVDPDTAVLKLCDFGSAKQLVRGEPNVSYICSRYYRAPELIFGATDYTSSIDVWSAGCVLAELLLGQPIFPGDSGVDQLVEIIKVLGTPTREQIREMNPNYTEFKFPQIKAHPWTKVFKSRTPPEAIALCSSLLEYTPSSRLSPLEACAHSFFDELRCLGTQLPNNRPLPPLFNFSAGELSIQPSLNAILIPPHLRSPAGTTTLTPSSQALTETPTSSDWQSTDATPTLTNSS
HSP90 inh: HSP90 refolding inhibition in rabbit reticulocyte lysate; luciferase refolding luminescence, 3 h; inhibition, % at 5.6 µM; 290,000 tested, 0.91% active; AID 1789;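 active = inhibition above the screen-wide mean plus 3 SD, computed separately per campaign, cut at about 16% in these data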;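 also: 0% = DMSO wells and 100% = 60 µM geldanamycin wells; inhibitors lower the luminescence because luciferase stays unfolded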
Platelet DG rel: platelet dense granule release activity; human platelet-rich plasma, SFLLRN dense granule ATP release, luminescence; inhibition, %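 (compounds screened at 7.5 µM in platelet-rich plasma)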; 300,000 tested, 0.22% active;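 active = mean replicate score, as percent of positive control, at or above 50; inconclusive = mean below 50 but at least one replicate at or above 50; inactive = mean and every replicate below 50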
GSK3beta inhib: inhibitors of human GSK3beta kinase; activity score (negative = inhibition), % at 10 µM; GST-GSK3beta kinase, ADP-Glo luminescence, 60 min; hits give low values; P49841; 300,000 tested, 0.038% active;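 active = more than half of replicate wells score below -50%, meaning over 50% inhibition versus plate controls; inconclusive = some replicates but at most half score below -50%; inactive = no replicate scores below -50%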;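 also: 0% = median DMSO wells and -100% = median GW8510 positive control wells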
Target sequence (P49841 whole entry, looked up): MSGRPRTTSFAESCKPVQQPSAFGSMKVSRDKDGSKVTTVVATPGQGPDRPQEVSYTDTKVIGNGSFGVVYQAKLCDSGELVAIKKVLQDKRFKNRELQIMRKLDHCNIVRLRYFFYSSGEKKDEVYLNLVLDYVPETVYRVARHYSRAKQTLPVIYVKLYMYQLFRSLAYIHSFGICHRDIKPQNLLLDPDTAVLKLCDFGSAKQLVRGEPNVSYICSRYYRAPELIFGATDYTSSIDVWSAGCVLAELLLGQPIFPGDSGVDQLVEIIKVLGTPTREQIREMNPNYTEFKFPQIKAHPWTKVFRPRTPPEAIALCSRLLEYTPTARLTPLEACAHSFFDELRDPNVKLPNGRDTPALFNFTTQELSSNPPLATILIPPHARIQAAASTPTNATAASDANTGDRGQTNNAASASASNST
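Assay system: GST-fused GSK3beta enzyme, cell-free / Medium: Tris pH 7.5 buffer with MgCl2, DTT, BSA, heparin / Also added: peptide substrate plus 25 µM ATP (final) / Compound: 10 µM single point / Timing: kinase reaction with compound 60 min at room temperature / Detection: ADP-Glo luminescence / Benchmarks: DMSO neutral wells and GW8510 at 20 µM as positive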
Starred values were filed as active, the others as inactive; ? = inconclusive; . = not tested or not shown.

molecule	KLF5 inh	aSyn UTR inh	HSF1 activator	Dyrk1A ADPGlo	HSF1 inh	IEC-6 tox	GSK3 alpha inh	HSP90 inh	Platelet DG rel	GSK3beta inhib
C=CCn1c(SCC(N)=O)nnc1-c1cc(Br)ccc1O	-11	-3	-2	-6	1	4	0	5	2	2
O=C(O)[C@@H]1[C@@H]2C[C@@H]2CN1c1ncccc1[N+](=O)[O-]	-14	-7	9	-7	-6	-1	-2	-4	0	-2
O=C(CCOc1ccccc1)Nc1cccc(S(=O)(=O)Nc2ccccc2Cl)c1	-18	16	-18	1	2	5	0	1	11	0
CSc1nc2c(c(=O)[nH]1)C(c1cccc(Cl)c1Cl)CC(=O)N2 (centres undefined)	-22	7	-18	0	0	-3	2	-3	4	0
COc1cc(S(=O)(=O)N(C)C)ccc1F	-12	16	-5	-4	-5	-2	-3	-2	4	3
CCN(CC)C(=O)c1ccc(-c2nnc(Nc3ccc(C(=O)N(C)C)cc3)c3ccccc23)cc1	-26	-17	-3	3	-10	3	5	-3	-1	.
COc1ccc2[nH]c3c(NCCN4CCCCC4)ncnc3c2c1	-9	-10	-2	8	3	0	-1	3	-2	3
CCOCCn1ccc2c(OCC(=O)NCCc3ccc(OC)c(OC)c3)cccc2c1=O	.	-2	7	4	1	.	1	.	10	-2
CCOC(=O)c1c(C)n(-c2ccccc2)c2ccc(OCCN(C)C)cc12	12	-10	1	.	-1	2	13	4	0	-5
Cc1oc(-c2cccc(Cl)c2)nc1CS(=O)(=O)CC(=O)NCCCN1CCOCC1	-15	10	-1	0	7	3	0	1	-1	0
CCCCCn1c(N)c(-c2nc3ccccc3s2)c2c([N+](=O)[O-])nn(CC)c(=O)c21	10	32	21	2	4	1	-1	3	2	2
COC(=O)C1=C(C)NC(=O)NC1c1ccc2ccccc2c1 (centres undefined)	-31	15	-6	-2	-4	0	-5	3	0	.
CCCOc1cccc(C(=O)NC(=S)Nc2ccccc2)c1	-116	-102	26	-1	9	-6	-1	2	-1	0
CC1CCCCN1C(=O)c1ccccc1OC1CCN(S(C)(=O)=O)CC1 (centres undefined)	-11	-2	-53	2	-39	5	-2	-5	2	0
COc1ccc(OCC(=O)Nc2ccc(N3CCOCC3)c(Cl)c2)cc1	8	5	-21	0	-1	-2	-3	2	5	.

Arranged by the number under GSK3 alpha inh (falling): 4 from the list above
molecule	GSK3 alpha inh
CCN(CC)C(=O)c1ccc(-c2nnc(Nc3ccc(C(=O)N(C)C)cc3)c3ccccc23)cc1	5
CCCCCn1c(N)c(-c2nc3ccccc3s2)c2c([N+](=O)[O-])nn(CC)c(=O)c21	-1
CC1CCCCN1C(=O)c1ccccc1OC1CCN(S(C)(=O)=O)CC1 (centres undefined)	-2
COC(=O)C1=C(C)NC(=O)NC1c1ccc2ccccc2c1 (centres undefined)	-5

New compounds follow:
molecule	KLF5 inh	aSyn UTR inh	HSF1 activator	Dyrk1A ADPGlo	HSF1 inh	IEC-6 tox	GSK3 alpha inh	HSP90 inh	Platelet DG rel	GSK3beta inhib
Nc1nonc1-c1nc2ccccc2n1Cc1ccccc1	-19	15	-14	-5	8	16	-1	6	-2	.
Cn1c(C(=O)OC(C(=O)NC2CCCCC2)c2ccccn2)cc2sccc21 (centres undefined)	-25	7	8	0	4	2	1	1	3	0
CCCn1c(C(C)Nc2nc(-c3cccc(Br)c3)cs2)nc2ccccc21 (centres undefined)	-4	7	-18	0	0	-4	-2	-4	4	-6
COc1cc2c(cc1OC)C1=C(C#N)CN(C3CCCCC3)CN1CC2	0	7	7	11	2	-3	10	2	0	-1
Cc1cccc(C)c1OCC(=O)N/N=C/c1ccncc1	6	-2	24	7	-5	-2	1	-2	-1	-5
Cc1ccn2c(c1)nc(=O)c1cc(S(=O)(=O)N3CCCCC3)ccc12	-10	-1	16	6	-2	-10	-2	-1	0	1
O=C(NCCCCc1ccccc1)C12CN(Cc3ccccc3)CC1C(c1ccc([N+](=O)[O-])cc1)=NO2 (centres undefined)	-11	-4	9	4	4	-1	-2	4	-7	-4
COc1ccc(C(=O)N2CCN(C(=O)c3ccncc3)CC2)cc1	3	2	13	1	-3	1	-3	2	11	4
CCOC(=O)N/N=C(\C)c1ccc(Br)cc1	-34	-16	19	26	9	-1	0	0	0	-1
O=C(Nc1ccc(F)cc1Cl)C1CCN(C(=O)Nc2ccccc2)CC1	-1	-13	-6	3	-1	1	-3	-2	6	-1
CC(Oc1ccc(F)cc1)C(=O)Nc1cc(Cl)ccc1-n1cncn1 (centres undefined)	.	-4	6	20	2	.	0	.	7	-1
C=C1c2ccccc2S(=O)(=O)N(Cc2ccccc2)C1COCc1ccccc1 (centres undefined)	.	7	-6	3	1	.	5	.	-1	1
COc1ccc2c(c1)c1ncn(CCN3CCCCC3)c(=O)c1n2C	-47	7	16	41	-2	-1	-1	-3	-3	2
N#CCc1ccc(NC(=O)Nc2cccc3ccccc23)cc1	-70	-58	-82	-5	-78*	4	2	2	7	0
COc1ccc(OCc2cc(C(=O)NC(C)Cc3ccccn3)no2)c(Cl)c1 (centres undefined)	-39	-55	17	-7	13	-5	0	-6	6	2
COc1ccc(NC(=O)C/C(C)=N/NC(=O)C(=O)Nc2cccc(Cl)c2C)c(OC)c1	-12	-2	0	0	-3	-1	0	-3	-3	1
COc1ccc(-c2nnn(Cc3ccccc3F)n2)cc1	-92	-207	35	5	23	0	9	-2	-2	-1
COc1cc(CNC2CCCCCCC2)ccc1OCC(N)=O	-21	6	-5	2	0	1	-2	0	4	-1
Cc1ccc(NC(=O)OCc2cncs2)cc1	-58	-112	21	-4	11	-3	-4	1	-2	1
Cc1ccc(NC2CCCN(C(=O)c3cccnc3)C2)cc1C (centres undefined)	-1	-12	-5	4	-2	-2	0	-5	-6	2
CCCN1Cc2cccc(C(=O)Nc3ccc(CC)cc3)c2C1=O	-22	11	-11	0	-3	-3	0	0	-4	6
O=C(NC1CCN(S(=O)(=O)c2ccccc2)CC1)c1cccc(F)c1	-21	-16	0	-2	-6	0	4	7	-8	1
O=C(NN=C1CCCCC1)c1cc(-c2ccccc2)n[nH]1	-4	0	6	3	0	-6	0	-4	-1	-1
CCOc1ccc(N(CC(=O)N2CCOCC2)S(=O)(=O)c2ccc(Cl)cc2)cc1	-6	12	-7	-4	2	-7	-3	-4	16	0
Cc1cc[n+](-c2[nH]c(=O)sc2/C=N/NC([S-])=Nc2ccccc2)cc1	-18	10	-4	-5	6	3	13	-1	5	-1
COc1cccc(NC(=O)C23CCC(C)(C(=O)O2)C3(C)C)c1 (centres undefined)	-2	-17	10	4	-3	1	0	-1	-20	2
COc1cc2c(cc1OC)CN(C(=O)COc1ccccc1[N+](=O)[O-])CC2	-5	33	-10	-6	-2	5	-1	3	6	1
COc1ccc(Nc2nc3ccc(C)cc3n3cnnc23)cc1Cl	-23	-21	2	0	-2	-13	-2	2	-8	1
CCCCn1nnnc1SCC(=O)Nc1ccc2c(c1)OCCO2	-20	-8	14	-6	-7	0	-26	-5	-7	1
CC(C(=O)O)n1c2ccccc2c2cn[nH]c(=O)c21 (centres undefined)	-12	0	14	2	5	-4	-1	-7	0	0
Cc1ccc(N(C)C(=O)CCNC(=O)Cn2cnc3ccccc3c2=O)cc1C	-5	9	5	-7	0	-1	0	-2	5	1
O=C(COC(=O)c1nc(Cl)ccc1Cl)NCc1ccccc1	-19	-9	-10	1	-4	-6	.	-7	-4	1
CCOC(=O)N1CCN(C(=O)CN(c2ccc(OCC)cc2)S(C)(=O)=O)CC1	-5	27	-10	-3	-12	2	-2	0	3	-6
CCOC(=O)CN(C)S(=O)(=O)c1ccc(-c2cc(C(=O)OC)sc2C(F)(F)F)cc1	-10	-19	12	.	5	2	6	5	-3	2
Cc1cccc(C)c1Nc1nnc(SCC(=O)Nc2ncc(C(F)(F)F)cc2Cl)s1	0	-3	10	0	-2	-3	-2	0	-4	2
O=C(CNC(=O)c1ccccc1)NCc1ccc(Cl)cc1	-21	4	20	-7	2	7	0	-2	-1	-1
CN1CCN(S(=O)(=O)c2cccc(C(=O)N(Cc3nnc(-c4ccccc4Cl)o3)C3CC3)c2)CC1	-14	-3	10	5	6	0	0	2	31	-2
O=C(NC1=NCCS1)c1csc2ccccc12	-59	-183	?	-37	26	3	.	0	0	3
O=C(CSc1nnc2c(n1)[nH]c1ccccc12)Nc1nncs1	-19	6	-4	1	7	1	1	3	-5	-1
CCn1c(NC(C)=O)nc2ccccc21	2	7	-16	5	-6	-2	-2	0	-3	4
COc1ccc(-c2csc3ncnc(N4CCN(S(=O)(=O)c5cccs5)CC4)c23)cc1	.	21	-4	8	-2	.	-1	.	26	-4

Retrieved by compound from above (2):
molecule	KLF5 inh	aSyn UTR inh	HSF1 activator	Dyrk1A ADPGlo	HSF1 inh	IEC-6 tox	GSK3 alpha inh	HSP90 inh	Platelet DG rel	GSK3beta inhib
C=C1c2ccccc2S(=O)(=O)N(Cc2ccccc2)C1COCc1ccccc1 (centres undefined)	.	7	-6	3	1	.	5	.	-1	1
Cn1c(C(=O)OC(C(=O)NC2CCCCC2)c2ccccn2)cc2sccc21 (centres undefined)	-25	7	8	0	4	2	1	1	3	0

Compound activity deposited in PubChem by several laboratories.

These rows are one share of the data. The share of hits here may be higher or lower than overall.
